ERAP1 inh: human ERAP1 aminopeptidase inhibitors, primary screen, biochemical, single point, plate reader | Endoplasmic reticulum aminopeptidase 1 (Homo sapiens), Q9NZ08 | recombinant ERAP1, Leu-AMC fluorescence, 60 min | inhibition, % at 10.7 µM | hit rate 0.15% among 340,000 | AID 652197, 2013;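 active = mean replicate inhibition of at least 30%, or all replicates individually reaching that 30% level; inactive = mean below 30% and not every replicate reaching it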;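 note: 0% = neutral control wells and 100% = L-leucinethiol positive control wells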
Target sequence (Q9NZ08 whole entry, looked up): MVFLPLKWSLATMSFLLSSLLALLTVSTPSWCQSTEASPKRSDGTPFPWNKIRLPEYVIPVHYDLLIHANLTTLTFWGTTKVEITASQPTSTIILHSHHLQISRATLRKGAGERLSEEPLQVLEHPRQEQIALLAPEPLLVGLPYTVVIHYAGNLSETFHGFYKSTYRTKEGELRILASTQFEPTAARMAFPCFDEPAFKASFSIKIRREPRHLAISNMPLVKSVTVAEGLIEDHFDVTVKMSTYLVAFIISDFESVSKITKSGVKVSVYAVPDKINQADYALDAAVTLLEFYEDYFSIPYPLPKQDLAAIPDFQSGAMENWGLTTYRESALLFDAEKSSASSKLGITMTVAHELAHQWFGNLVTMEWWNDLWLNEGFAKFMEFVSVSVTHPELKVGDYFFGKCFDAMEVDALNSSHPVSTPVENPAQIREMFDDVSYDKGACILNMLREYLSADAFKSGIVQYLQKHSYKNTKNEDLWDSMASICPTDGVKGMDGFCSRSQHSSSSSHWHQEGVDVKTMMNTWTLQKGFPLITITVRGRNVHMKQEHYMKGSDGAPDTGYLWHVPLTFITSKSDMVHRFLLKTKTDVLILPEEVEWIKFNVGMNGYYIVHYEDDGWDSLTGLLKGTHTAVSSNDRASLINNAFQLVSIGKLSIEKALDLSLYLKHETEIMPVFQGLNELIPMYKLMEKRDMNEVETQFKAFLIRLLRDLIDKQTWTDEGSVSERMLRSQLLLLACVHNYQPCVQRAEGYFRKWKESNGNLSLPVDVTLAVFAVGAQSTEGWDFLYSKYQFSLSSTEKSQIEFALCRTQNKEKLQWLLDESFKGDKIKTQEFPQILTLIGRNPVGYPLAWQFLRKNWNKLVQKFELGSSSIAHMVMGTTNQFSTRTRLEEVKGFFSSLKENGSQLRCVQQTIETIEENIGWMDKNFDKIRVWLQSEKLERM
RAD52 inh: RAD52 DNA annealing inhibitors, primary screen, biochemical, FRET, single point, set 2 | DNA repair protein RAD52 homolog (Homo sapiens), P43351 | inhibition, % at 18.7 µM | recombinant RAD52 DNA annealing, FRET fluorescence | AID 651710, 2012 | hit rate 0.46% among 360,000;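 active = every replicate showing at least 50% inhibition; inconclusive = mean inhibition at least 50% but not in every replicate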
E-selectin induc: E-selectin induction in HUVECs, primary screen, imaging, HUVEC, immunofluorescence imaging, single point; P16581; normalized: neutral wells 0, TNF-alpha wells 100; activation, % at 7.58 µM; hit rate 0.37% among 260,000; AID 686992, 2013;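 active = mean E-selectin-positive cell signal at least 10% of the positive control, reached in at least 60% of replicates, without over 20% cell loss; inconclusive = no rule given, readout overlaps actives, possibly toxicity-flagged; inactive = the rest, including those meeting only one limit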;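 note: in these data hits start at about 27%; measured in HUVEC primary endothelial cells; signal is the percent of cells scored E-selectin positive by PE staining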
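System: HUVEC, human umbilical vein endothelial cells; quantity: 3,000 cells/well; buffer or medium: EGM-2 medium, gelatin-coated wells; dosing: single-point compound dose; detection: immunofluorescence imaging; evaluation: % PE-positive cells; benchmarks: TNF-alpha, DMSO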
Numbers without * were called inactive; ? = inconclusive. Only part of the results is shown, so the mix of outcomes need not match the whole.

Fields – ERAP1 inh	RAD52 inh	E-selectin induc
- O=S(=O)(Nc1ccc(Cl)nn1)c1ccccc1
 : 4	-30	-0.1
- Cn1c(N)c(C(=O)COC(=O)CCCc2nc3ccccc3s2)c(=O)n(C)c1=O
 : 2	-5	0.6
- CC(C)(C)N1C(=O)c2ccccc2NC(=O)C1C(=O)NCCc1ccccc1 (stereo not drawn)
 : -5	1	0.1
- CCc1ccccc1NC(=O)Nc1cccc(F)c1
 : 7	1	0.3
- O=C(NCc1ccccc1)[C@@H]1CCCN1C(=O)[C@H]1CCCN1C(=O)c1c(F)cccc1F
 : 0	-7	0.1
- Cc1cccc(C(=O)NNC(=O)C2CCCCC2)c1O
 : 0	-5	-0.4
- O=C(c1ccc(NS(=O)(=O)c2cccc3cccnc23)cc1)N1CCCCC1
 : -3	-6	-3.4
- COCC(=O)N1CC2(CN(Cc3ccc(OC)cc3)C2)c2c([nH]c3cc(OC)ccc23)[C@H]1CO
 : -4	15	-0.3
- C[C@H](O)[C@@H]1C(=O)N2CCc3c([nH]c4c(-c5ccccc5)cccc34)[C@@H]2C[C@@H]1N(C)C(=O)c1ccco1
 : 2	1	-0.1
- CC(=O)Nc1ccc2c(c1)C(=O)c1cccc(C(=O)O)c1-2
 : 0	-6	-0.5
- CCN(C[C@@H]1[C@@H](c2ccccc2)[C@@H](CO)N1CC1CC1)C(=O)c1ccccc1F
 : 2	-3	0.0
- COc1ccc(-c2csc(NC(=O)c3cccs3)c2C(=O)O)cc1OC
 : 8	-14	0.5
- CCCCCCCCN1C(=O)[C@@H](CC(=O)NCC2CCCCC2)C[C@@]2(C(=O)OC)C1=C[C@H](C1CCCC1)O[C@@H]2C
 : -4	-12	-0.2
- COc1ccc(Cl)cc1Nc1nc(C)nc2c1oc1ccccc12
 : 0	3	0.8
- CN1C(=O)[C@@]2(C3=C(CCCC3=O)OC3=C2C(=O)OC2(CCCCC2)C3)c2ccccc21
 : -5	-16	-0.3
- Cc1ccccc1C(=O)c1c[nH]c(C(=O)N=CN(C)C)c1
 : -1	-18	2.0
- CC1CN(CC(=O)NN=C(c2ccccc2)c2ccccc2)CC(C)O1 (stereo not drawn)
 : -1	-1	0.9
- S=c1[nH]nc(-c2ccccn2)n1/N=C/c1ccc(Cl)cc1
 : 12	1	4.6
- CC(C)C[C@H]1CN([C@@H](Cc2ccccc2)CN2CCCC2CN2C(=S)NC[C@@H]2Cc2ccccc2)C(=S)N1CC1CCCCC1 (stereo partly drawn)
 : -4	-11	0.0
- CCN(CC)CCNC(=O)c1cc2c(-c3cccc(OC)c3)nn(C)c2s1
 : 3	68*	1.1

The last four records of the section before open the next one:
Fields – ERAP1 inh	RAD52 inh	E-selectin induc
- CC1CN(CC(=O)NN=C(c2ccccc2)c2ccccc2)CC(C)O1 (stereo not drawn)
 : -1	-1	0.9
- S=c1[nH]nc(-c2ccccn2)n1/N=C/c1ccc(Cl)cc1
 : 12	1	4.6
- CC(C)C[C@H]1CN([C@@H](Cc2ccccc2)CN2CCCC2CN2C(=S)NC[C@@H]2Cc2ccccc2)C(=S)N1CC1CCCCC1 (stereo partly drawn)
 : -4	-11	0.0
- CCN(CC)CCNC(=O)c1cc2c(-c3cccc(OC)c3)nn(C)c2s1
 : 3	68*	1.1
- Cc1onc(-c2ccccc2Cl)c1C(=O)NC(=S)NCc1cccnc1
 : 0	-9	-0.3
- O=C(O)c1ccc(S(=O)(=O)NN=Cc2c[nH]c3ccccc23)cc1
 : 0	-10	1.0
- CCc1ccccc1S(=O)(=O)Cc1ccc(C(=O)NCCc2ccccc2)o1
 : 0	-1	0.0
- COCCNC(=O)CCCn1c(=O)c2cc(OC)c(OC)cc2n(CC(=O)c2ccc(Cl)cc2)c1=O
 : 1	-6	-0.1
- CCCNC(=O)N1CC2(CCN(C(=O)c3ccncc3)CC2)c2c([nH]c3cc(OC)ccc23)[C@H]1CO
 : -3	-2	0.5
- C[C@@H]1O[C@H](CCc2cccc(Cl)c2)CC2=C1C(=O)OC(C)(C)O2
 : 0	-6	0.7
- NC(=O)c1nnn(Cc2cc(Cl)c(C(=O)c3ccc(Cl)cc3)c(Cl)c2)c1N
 : 10	-8	-0.1
- CCc1c(-c2ccccc2)ncn1CCc1ccccc1OC
 : 0	10	0.0
- Cc1oc(-c2cc(F)ccc2F)nc1CN1CCN(C)C(=O)[C@@H]1C
 : -2	-2	-0.1
- CCN(CC)c1ccc2nc3c4ccccc4c(=O)cc-3oc2c1
 : 0	-30	203*
- CCOC(=O)CCSc1nc(N2CCOCC2)c2c(c1C#N)CC(C)(C)OC2
 : 3	-12	-0.1
- COc1ccccc1/C=N/NC(=O)c1ccc(N(C)S(=O)(=O)c2ccccc2)cc1
 : 0	-7	-0.1
- O=C(CCCCl)Oc1ccc2cc(-c3ccc4ccccc4n3)c(=O)oc2c1
 : -1	-43	0.0
- Cc1nn(-c2ccccc2)c2nc(-c3ccccc3)cc(C(=O)N3CCOCC3)c12
 : -3	-16	-1.4
- CCn1c(C)cc(/C=C2/NC(=O)N(c3ccccc3)C2=O)c1C
 : 1	-4	-0.2
- c1ccc(C2=NNC(c3ccccn3)=NN2)nc1
 : -1	-9	0.0
- O=[n+]1cc(-c2ccccc2)n([O-])c2c1CCCCC2
 : -1	-12	-0.2
- CC1=C(C(=O)N2CCCCCC2)CC(CC(=O)NCCN2CCOCC2)C(=O)N1CCCN1CCCC1=O (stereo not drawn)
 : -1	-4	0.1
- CCOC(=O)N1C2CCC(C2)N1C(=O)OCC
 : 0	1	-0.6
- CCCCNC(=O)c1nc(-c2cccc(C(F)(F)F)c2)oc1-c1ccc(OC(F)(F)F)cc1
 : -2	2	0.3
- O=C(CSc1cccc[n+]1[O-])Nc1cc2c(cc1Cl)C(=O)c1ccccc1C2=O
 : 3	-7	3.0
- COc1cccc(COc2ncnc3sccc23)c1
 : -1	2	5.7
- COc1cccc(C#Cc2ccc([C@@H]3[C@@H](CO)N(C(=O)C4CCCC4)[C@H]3C#N)cc2)c1
 : 0	-219	0.0
- Cc1cc(C)c2c(N)c(C(=O)c3ccc(Cl)c(Cl)c3)sc2n1
 : 3	-17	2.9
- Nn1c(Cc2ccccc2F)n[nH]c1=S
 : 5	-20	3.2
- CS(=O)(=O)c1ccc(Cl)c(NC(=O)CCCc2nc3ccccc3c(=O)[nH]2)c1
 : 16	-19	-0.2
- CCOC(=O)c1sc(NC(=O)c2sc(C)nc2C)nc1C
 : 1	-5	0.4
- O=C(Nc1ccc2c(c1)OCCO2)C(c1ccncc1)n1c(=O)c(-c2ccco2)nc2ccccc21 (stereo not drawn)
 : -4	-3	-0.1
- CO[C@H]1CN(C)C(=O)c2ccc(NC(=O)c3cnccn3)cc2OC[C@H](C)N(C)C[C@@H]1C
 : -1	3	0.2
- COc1ccccc1OCCC(=O)OCC(=O)NCc1ccc(Cl)cc1
 : 3	-8	-0.7
- COCCNC(=S)N(C)C1(c2ccccc2Cl)CCCCC1=O (stereo not drawn)
 : -3	-16	2.4
- O=C(NCc1ccccc1)C(c1ccco1)N1CCN(CCN2CCOCC2)CC1 (stereo not drawn)
 : -2	-20	-0.3
- O=C(N/N=C/c1ccc(N2CCOCC2)s1)c1ccccc1Cl
 : 1	-22	-0.2
- COc1ccc(CNC(=O)C(c2ccncc2)N(C(=O)Cc2cccs2)c2ccccc2)cc1 (stereo not drawn)
 : -4	-13	12
- CCOCCCNC(=O)c1ccc(N2CCCC2)c(NS(=O)(=O)c2ccc(C)cc2)c1
 : -2	0	-1.7
- N#Cc1c(Nc2ccc(F)cc2)sc(C(=O)c2ccccc2)c1N
 : -1	4	0.5
- O=C(Cc1cccnc1)N1CC2(C1)[C@@H](c1ccccc1)[C@H](CO)N2C(=O)C1CCOCC1
 : 0	-17	-0.1
- COCCSc1nnc(NC(=O)C2CC(=O)N(c3ccc(C)cc3)C2)s1 (stereo not drawn)
 : -2	-19	0.9
- COc1cc(OC)cc(C(=O)NNC(=O)c2nn(C)c(=O)c3ccccc23)c1
 : 3	-12	0.0
- C[C@H](O)[C@@H]1CN2CCc3ccc(-c4ccc5c(c4)OCO5)cc3[C@@H]2C[C@@H]1N(C)C(=O)C1CCCCC1
 : 1	-55	0.0
- Cc1cccc(N(Cc2cc3ccccc3[nH]c2=O)S(=O)(=O)c2ccccc2)c1
 : 3	-9	6.4
- Cn1c(CCc2nc3ccccc3[nH]2)n[nH]c1=S
 : 5	-11	1.6
- O=C(CN1CCOCC1)Nc1nc2ccc([N+](=O)[O-])cc2s1
 : 2	-15	0.0
- CCOC(=O)N1CCN(C(=O)C[C@H]2C[C@@]3(C(=O)OC)C(=C[C@H](C(C)(C)C)O[C@@H]3C)N(Cc3ccccc3)C2=O)CC1
 : -5	-6	-0.4
- CC(CC(=O)Nc1ccccc1)NCCCN1CCCC1=O (stereo not drawn)
 : 3	-16	0.1
- Cc1ccc2ccc(C(Nc3ccccc3)c3ccc(C(C)C)cc3)c(O)c2n1 (stereo not drawn)
 : -5	-15	0.0
- Cn1nnc(NC(=O)c2cccc([N+](=O)[O-])c2)n1
 : -3	3	-1.3
- O=C(NCC1COc2ccccc2O1)c1ccc(-n2cncn2)c([N+](=O)[O-])c1 (stereo not drawn)
 : -2	0	0.0
- Cc1ccc(C)n1-c1ccc(C(=O)Nc2ccccc2)cc1
 : -4	-111	-0.2
- COC(=O)[C@]12C[C@H](CC(=O)NCc3ccc(OC)c(OC)c3)C(=O)N(CCc3ccc(OC)c(OC)c3)C1=C[C@H](C(C)(C)C)O[C@@H]2C
 : -1	-14	-0.3
- Brc1ccc(-c2noc(C3CCCCC3)n2)cc1
 : 11	-7	3.1
- C[C@@H]1CN(S(=O)(=O)C(C)(C)C)[C@H](CCO)/C1=C\CCO
 : -2	-7	0.2
- COCC(=O)N1[C@H](CO)[C@H](c2ccc(-c3cccc(F)c3)cc2)C12CN(C(=O)C1CC1)C2
 : 0	-5	-0.1
- COC(=O)c1sccc1S(=O)(=O)Nc1ccc(Cl)cc1
 : 3	-40	0.0
- O=C1N[C@@H](Cc2ccccc2)C(=O)N2[C@@H]1C[C@]1(Br)c3ccccc3N(S(=O)(=O)c3ccccc3)[C@H]21
 : 4	-11	-0.2
- CCCCn1c(N)c(N(CC(C)C)C(=O)c2cc3c(s2)CCCCC3)c(=O)[nH]c1=O
 : -7	1	0.0
- Cc1ccc(S(=O)(=O)N2CCN(C(=O)CN3C(=O)NC4(CCCC4)C3=O)CC2)c(C)c1
 : 9	-5	-0.1
- CCC(=O)N/N=C(\C)CC(=O)Nc1ccc(Cl)cc1
 : -1	1	-2.0
- Cc1ccc(-n2c(O)c(/C=N/c3ncn[nH]3)c3ccccc3c2=O)cc1
 : 0	-52	0.2
- COc1cc(CN2CC3(CCN(C(=O)CN4CCOCC4)CC3)c3c(n(C)c4cc(OC)ccc34)[C@@H]2CO)cc(OC)c1
 : 3	-105	-0.3

(more compounds)
Fields – ERAP1 inh	RAD52 inh	E-selectin induc
- Cc1ccc(OC/C(O)=C(\C#N)c2nc3ccccc3s2)cc1
 : 5	-14	0.1
- CCC(CC)C(=O)c1c[nH]c(C(=O)N2CCN(c3ccccc3)CC2)c1
 : 0	-2	-1.8
- COC(=O)[C@]12CCCCC=C1N(CCC1=CCCCC1)C(=O)[C@H](CC(=O)NCCCN1CCCC1=O)C2
 : 0	-2	-0.1
- C[C@H](CO)N1C[C@H](C)[C@@H](CN(C)Cc2ccc(C(F)(F)F)cc2)OCc2ccccc2-c2c(n(C)c3ccccc23)C1=O
 : 0	25	-0.6
- COCCN(C(=S)Nc1cccc(C)c1)C(C)c1cccs1 (stereo not drawn)
 : 2	-18	-0.7
- Cc1cc(C(=O)N/N=C/c2cccn2C)no1
 : -1	-1	?
- Cc1ccc(OCCC(=O)OCC(=O)Nc2cc(S(=O)(=O)N(C)C)ccc2C)cc1
 : -2	-12	-3.2
- O=C(NC1CCCC1)N1CC2(C1)[C@H](c1ccccc1)[C@H](CO)N2CC1CC1
 : -5	3	0.0
- O=S(=O)(c1ccccc1)N(c1ccccc1)S(=O)(=O)c1ccccc1
 : 0	1	0.1
- CC(=O)Nc1ccc(S(=O)(=O)N2c3ccccc3C(C)=CC2(C)C)cc1
 : -2	-19	0.5
- Cn1c(SCc2cccc([N+](=O)[O-])c2)nc2c(c1=O)SCC2
 : -1	-7	-0.4
- COc1ccc(C2=Nc3ccccc3N(C(=O)c3ccc(C(F)(F)F)cc3)C2C(=O)Nc2ccc3c(c2)OCCO3)cc1 (stereo not drawn)
 : -1	-32	0.2
- CC(=Nc1ccc(Cl)cc1N)c1c(O)cc(C)oc1=O
 : 6	-25	0.4
- O=C(Nc1cccnc1)Nc1cc(Cl)cc(Cl)c1
 : 1	-20	2.8
- O=C(N=Nc1ccc(NOC(=O)c2ccccc2Br)cc1)c1ccccc1O
 : 5	-11	0.0
- CCN1CCC2(CC1)N=C(c1ccc(F)cc1)C(=S)N2C(=O)c1ccc(C)cc1
 : 1	-1	-0.1
- CC12CN(Cc3ccccc3)CC(C)(CN(Cc3ccccc3)C1)C2=O
 : -1	-5	0.0
- COc1cccc(CNC(=O)[C@H]2CCCN2C(=O)[C@H]2CCCN2C(=O)c2cccc(OC)c2)c1
 : 3	-7	0.1
- O=C(N[C@@H](Cc1cccnc1)C(=O)N1CCC[C@H]1C(=O)NCCc1ccccc1Cl)c1cccs1
 : 4	-15	0.0

Source: PubChem BioAssay
